XBP1 UPR activ: activators of adaptive arm of unfolded protein response (XBP1) | CHO-XBP1 luciferase reporter, IRE1-XBP1 UPR activation, luminescence; percent of tunicamycin response, DMSO as zero | activation, % at 20 µM | 330,000 tested, 0.33% active | AID 463104;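 active = versus positive control, 20 µM dose yields 30% or more activation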;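 also: 100% = tunicamycin at 10 µg/mL and 0% = DMSO only wells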
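incubation = overnight seeding at 37 °C, 6 h compound treatment at 37 °C | assay system = CHO-XBP1 cells stably carrying IRE1-XBP1-driven luciferase reporter | input = 1000 cells per well | detection = luciferase luminescence | dosing = single point, 20 µM final compound, 1% DMSO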
Mdm2-MdmX inh: disrupts the human Mdm2-MdmX interaction. O15151+Q00987. SaOS-2 split-luciferase Mdm2/MdmX complementation, luminescence. inhibition, % at 8 µM. 330,000 tested, 3% active;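 active = inhibition of at least 50% at 8 µM in the primary screen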
UPR CHOP act: activators of apoptotic arm of unfolded protein response (CHOP); CHO-CHOP luciferase reporter, UPR activation, luminescence; percent of tunicamycin response over DMSO baseline; activation, % at 10 µM; 330,000 tested, 0.34% active;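 active = at 10 µM dose, activation of 40% or more, normalized to positive control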;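 also: 100% = tunicamycin at 10 µg/mL and 0% = DMSO alone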
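System: CHO CHOP reporter cells. Amount: 500 cells per well. Buffer or medium: F12 medium, 10% FBS. Compound dosing: one dose, 10 µM in 0.5% DMSO. Incubation: 6 h compound exposure at 37 °C after overnight seeding. Technique: Steady-Glo luciferase luminescence. Benchmarks: tunicamycin and DMSO controls.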
CCR6 antagonist: CCR6 (human) receptor antagonism. AID 493098. 340,000 tested, 0.49% active. CHO-K1 CCR6 PathHunter beta-arrestin, luminescence, CCL20-stimulated. inhibition, % at 20 µM;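 active = compounds whose inhibition of the agonist-driven luminescence signal at 20 µM reaches about 50%, limit read from the data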;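 also: cells stimulated with CCL20 at 14 nM final; plate controls were DMSO with CCL20 for no effect and DMSO without agonist for full effect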
697 NFkB inh: inhibitors of the PMA/ionomycin-induced NF-kB reporter in 697 B cells; inhibition, % at 4 µM; 697 B-cell NF-kB luciferase reporter, 16 h; 330,000 tested, 0.33% active; in the data active = inhibition above about 35%
EBI2 block: antagonists of human EBI2 receptor | P32249 | EBI2 beta-arrestin recruitment, luminescence, 7a,25-OHC stimulated | inhibition, % at 5 µM | 360,000 tested, 0.81% active | AID 651636; in the data active = inhibition above about 38%;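 also: enzyme fragment complementation signal reports receptor beta-arrestin coupling in cells; 0% = agonist plus DMSO wells and 100% = wells without agonist; some results beyond the cut were filed as inactive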
Target sequence (P32249 whole entry, looked up, the tested form may be a part): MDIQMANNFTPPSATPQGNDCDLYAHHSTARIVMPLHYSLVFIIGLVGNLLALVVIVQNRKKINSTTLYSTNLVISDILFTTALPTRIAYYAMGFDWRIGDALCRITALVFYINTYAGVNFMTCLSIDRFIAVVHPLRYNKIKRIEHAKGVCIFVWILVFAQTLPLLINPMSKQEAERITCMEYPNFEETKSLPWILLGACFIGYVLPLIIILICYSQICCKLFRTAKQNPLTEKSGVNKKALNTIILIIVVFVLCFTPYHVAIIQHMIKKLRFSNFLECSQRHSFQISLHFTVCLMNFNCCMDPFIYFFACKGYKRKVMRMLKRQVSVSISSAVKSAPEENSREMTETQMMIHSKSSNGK
Jurkat NFkB inh: inhibitors of the PMA/ionomycin-induced NF-kB reporter in Jurkat cells; inhibition, % at 4 µM; PMA/ionomycin-induced NF-kB luciferase reporter, luminescence; AID 435003; 330,000 tested, 0.53% active; in the data active = inhibition above about 50%
CXCR6 inh: blocks human CXCR6 beta-arrestin recruitment; CHO-K1 PathHunter CXCR6 beta-arrestin, luminescence; inhibition, % at 20 µM; 360,000 tested, 0.36% active; AID 602244; in the data active = inhibition above about 34%, passing the limit was not always enough;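 also: antagonist mode with CXCL16 agonist at 10 nM final; 0% = 10 nM CXCL16 with DMSO and 100% = unstimulated wells without agonist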
Target sequence (O00574 whole entry, looked up): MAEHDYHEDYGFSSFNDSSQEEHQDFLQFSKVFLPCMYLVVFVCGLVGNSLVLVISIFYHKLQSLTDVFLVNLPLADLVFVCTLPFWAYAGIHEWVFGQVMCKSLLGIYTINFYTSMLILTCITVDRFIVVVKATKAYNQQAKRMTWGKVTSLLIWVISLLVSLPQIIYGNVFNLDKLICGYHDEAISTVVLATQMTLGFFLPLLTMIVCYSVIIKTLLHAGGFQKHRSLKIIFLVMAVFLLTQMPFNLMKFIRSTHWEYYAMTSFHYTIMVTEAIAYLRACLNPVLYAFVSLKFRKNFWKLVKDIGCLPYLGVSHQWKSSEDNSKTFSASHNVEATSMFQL
Gli-Sufu block: blocks Gli-Sufu signaling in a luciferase reporter; Sufu-KO-LIGHT fibroblasts, Gli luciferase reporter luminescence; inhibition, % at 5 µM; 340,000 tested, 0.74% active; AID 588413;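 active = inhibition above about 55%, limit read from the data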;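 also: 0% = DMSO-treated cells and 100% = wells with medium but no cells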
The depositor's hits bear a star; . = not tested or not shown. Hits appear at their usual frequency. Share with any hit: about 5%.

SMILES	XBP1 UPR activ	Mdm2-MdmX inh	UPR CHOP act	CCR6 antagonist	697 NFkB inh	EBI2 block	Jurkat NFkB inh	CXCR6 inh	Gli-Sufu block
COC(=O)c1nnn(-c2nonc2N)c1CSc1ccccn1	0	-17	-0.8	-14	11	-3	-9	0	-6
CN(C(=O)c1ccc(NC(=O)Cc2cccc(NC(=O)C3CCCN(C(=O)C4CC4)C3)c2)cc1)C1CC1 (stereo unspecified)	.	.	.	17	.	0	.	2	2
Cc1nnc(-c2cnn(-c3ccccc3)c2N)n1Cc1ccncc1	0	-12	-0.5	-7	-4	9	-18	-2	-1
O=C(O)c1ccc(COc2ccccc2/C=C2\NC(=O)N(Cc3ccccc3)C2=O)cc1	0	-11	2.8	7	18	1	-4	2	5
Cc1ccc(NC(=O)CCCN2C(=O)/C(=C/C=C/c3ccccc3)SC2=S)cc1	0	57*	-0.3	17	-20	0	1	5	-3
CC(=O)NCC(=O)N1CCC(n2nccc2NC(=O)CCCc2ccccc2)CC1	-5	-5	5.7	-5	20	-10	-7	-6	-7
CCOCc1[nH]c(=S)[nH]c(=O)c1Cc1ccc(OCC)cc1	-4	20	3.6	-3	18	-15	-1	-6	3
COc1ccc(S(=O)(=O)N2CCCC2)c(Cl)c1Cl	5	8	-1.1	14	-16	2	-18	2	3
Cc1nn(C)c(C(=O)NNC(=S)NC2CCCCC2)c1Cl	-2	4	0.5	-8	-24	-7	4	7	-1
CCN(CC(=O)Nc1c(F)cccc1F)C(=O)CCN1C(=O)C2CCCCC2C1=O (stereo unspecified)	1	12	0.5	3	2	1	5	4	-7
COC(=O)C[N+](C)(C)C/C=C\c1ccccc1	1	18	2.6	2	6	-2	8	11	-3
CC1CCC(NC(=O)CN2C(=O)COc3ccc(S(=O)(=O)N4CCCC4)cc32)CC1 (stereo unspecified)	-5	6	0.3	.	10	.	2	.	.
Cc1ccc(NC(=O)COc2cccc(Oc3ccccc3)c2)cc1S(=O)(=O)N1CCOCC1	1	9	-0.9	9	10	13	0	3	0
Cc1[nH]c2ccc(C(=O)NC3CCC(C)CC3)cc2c1C (stereo unspecified)	1	-17	3.4	0	-76	5	-70	6	.
C=CCc1c(C)nc(SC)nc1Nc1ccc(C)cc1	-6	0	-1.9	26	-8	10	-4	2	6
CC(C)(C)c1ccc(S(=O)(=O)Nc2ccc(C(=O)N3CCCC3)cc2)cc1	-1	21	0.2	18	9	-1	9	11	-6
CC(OC(=O)COc1ccc(C#N)cc1)C(=O)Nc1ccc(Cl)cn1 (stereo unspecified)	-2	0	-0.2	0	3	4	-2	5	0
COc1ccc(NC(=O)CN2C(=O)C(C)Oc3ccc(C)cc32)cc1 (stereo unspecified)	-2	-7	0.7	13	0	-2	7	6	25
CCOC(=O)c1cnc(SCC(=O)NCc2ccco2)nc1N	-2	11	1.4	-2	14	-12	3	6	4
Cc1nc2ccccc2n1C1CC(=O)N(N(C)C)C1=O (stereo unspecified)	0	6	4.8	0	11	-11	-7	-2	1
Cc1ccc[n+](CC2OCc3ccccc3CO2)c1	2	3	1.6	3	8	-10	-15	-6	-9
CCCCC(CC)C(=O)Nc1ccc(S(=O)(=O)N2CCCC2)cc1 (stereo unspecified)	-4	4	-0.9	18	-5	-2	-4	14	3
Cc1ccc2nc(C3CCCCC3)[nH]c2c1	-5	-100	4.9	9	-95	-9	-82	-2	.
CCCNC(C)(C)COC(=O)c1ccccc1	-3	-5	-1.8	3	12	-5	-1	5	32
c1ccc(CNC2=NCCCCC2)cc1	-3	10	0.3	8	10	3	8	0	6
O=C(O)c1ccc(S(=O)(=O)c2ccc3c(c2)C(=O)N(NC(=O)c2ccccc2)C3=O)cc1	-2	23	2.3	7	21	-6	-5	1	1

6 entries out of the list above, ordered by the value under EBI2 block, rising:
compound | Mdm2-MdmX inh | CCR6 antagonist | 697 NFkB inh | EBI2 block | Jurkat NFkB inh | CXCR6 inh
Cc1nc2ccccc2n1C1CC(=O)N(N(C)C)C1=O (stereo unspecified) | 6 | 0 | 11 | -11 | -7 | -2
Cc1ccc2nc(C3CCCCC3)[nH]c2c1 | -100 | 9 | -95 | -9 | -82 | -2
CCCNC(C)(C)COC(=O)c1ccccc1 | -5 | 3 | 12 | -5 | -1 | 5
COC(=O)C[N+](C)(C)C/C=C\c1ccccc1 | 18 | 2 | 6 | -2 | 8 | 11
Cc1nnc(-c2cnn(-c3ccccc3)c2N)n1Cc1ccncc1 | -12 | -7 | -4 | 9 | -18 | -2
C=CCc1c(C)nc(SC)nc1Nc1ccc(C)cc1 | 0 | 26 | -8 | 10 | -4 | 2

Laid out differently: entries from further up.
The line under a structure holds: XBP1 UPR activ, Mdm2-MdmX inh, UPR CHOP act, CCR6 antagonist, 697 NFkB inh, EBI2 block, Jurkat NFkB inh, CXCR6 inh, Gli-Sufu block
- Cc1ccc(NC(=O)CCCN2C(=O)/C(=C/C=C/c3ccccc3)SC2=S)cc1
→ 0, 57*, -0.3, 17, -20, 0, 1, 5, -3
- COC(=O)C[N+](C)(C)C/C=C\c1ccccc1
→ 1, 18, 2.6, 2, 6, -2, 8, 11, -3

Mdm2-MdmX inh: entries above that show a hit.
mol,Mdm2-MdmX inh,CCR6 antagonist,697 NFkB inh,EBI2 block,Jurkat NFkB inh,CXCR6 inh
Cc1ccc(NC(=O)CCCN2C(=O)/C(=C/C=C/c3ccccc3)SC2=S)cc1,57*,17,-20,0,1,5

Structures above containing an NH in an aromatic ring, in the order listed:
SMILES	XBP1 UPR activ	Mdm2-MdmX inh	UPR CHOP act	CCR6 antagonist	697 NFkB inh	EBI2 block	Jurkat NFkB inh	CXCR6 inh	Gli-Sufu block
CCOCc1[nH]c(=S)[nH]c(=O)c1Cc1ccc(OCC)cc1	-4	20	3.6	-3	18	-15	-1	-6	3
Cc1[nH]c2ccc(C(=O)NC3CCC(C)CC3)cc2c1C (stereo unspecified)	1	-17	3.4	0	-76	5	-70	6	.
Cc1ccc2nc(C3CCCCC3)[nH]c2c1	-5	-100	4.9	9	-95	-9	-82	-2	.
